Source: PubChem BioAssay (National Center for Advancing Translational Sciences (NCATS))
G9a block – qHTS Assay for Inhibitors of Histone Lysine Methyltransferase G9a. Histone-lysine N-methyltransferase EHMT2 (Homo sapiens), Q96KQ7. G9a H3K9 monomethylation, AlphaScreen, 2 h. Potency, µM (doses to about 102 µM), inactives show at the top dose activity, negative = inhibition, usual class: inhibitors. 350,000 compounds, 8.8% hits. AID 504332, 2011; further: potency means the concentration at half of the fitted maximal effect; on the % scale 0 is the no-effect control and ±100 the full control effect; nearly all actives have a fitted effect of over 75% in size
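Chemiluminescent proximity detection of H3K9 monomethylation, read after 10 min bead incubation in the dark. Reaction: 20 nM G9a, 500 nM biotin-H3K9 peptide, 20 uM SAM cofactor, 2 h, room temperature, following 15 min enzyme-compound preincubation.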
12-LOX inh – Primary qHTS assay for inhibitors of human arachidonate 12S-lipoxygenase (ALOX12): Round 2. Polyunsaturated fatty acid lipoxygenase ALOX12 (Homo sapiens), P18054. purified 12hLO, xylenol orange hydroperoxide absorbance. Potency, µM (doses to about 108 µM), inactives show at the top dose activity change, negative = inhibition, actives largely listed as inhibitors. 580,000 compounds, 1.1% hits. AID 1671190, 2021; further: potency means the concentration at half of the fitted maximal effect; on the % scale 0 is the no-effect control and ±100 the full control effect
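Purified human 12hLO at 150 nM in 25 mM Hepes, 0.01% Triton X-100, pH 7.0, preincubated 15 min at room temperature with compound. Reaction started with 40 uM arachidonic acid, 30 min at room temperature. Hydroperoxide measured by Fe-xylenol orange, 573/405 nm absorbance ratio.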
ERG Ets-DNA blk – qHTS for Small Molecule Inhibitors of the ERG Ets/DNA interaction. Potency, µM (series often up to 76.9 µM), without a hit: at the highest dose FP activity, negative = inhibition, most hits filed as inhibitors. 370,000 compounds, 0.028% hits. AID 624246, 2012. Transcriptional regulator ERG (Homo sapiens), P11308. fluorescence polarization, His-ERG Ets domain / labelled DNA; active means well fitted inhibition curve with a large enough effect in the polarisation, with a control signal flat; inconclusive means small, poorly fitted or top-dose-only effect, or effect the other way, or a change in a side signal; inactive means no such curve, though single readings can be large or run the other way; the % refers to the polarisation;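 further: polarization taken with two DNA probes labelled with fluorescein and Texas red; potency means the concentration at half of the fitted maximal effect; % of control where 0% means no effect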
Target sequence (P11308 whole entry, looked up, the tested form may be a part): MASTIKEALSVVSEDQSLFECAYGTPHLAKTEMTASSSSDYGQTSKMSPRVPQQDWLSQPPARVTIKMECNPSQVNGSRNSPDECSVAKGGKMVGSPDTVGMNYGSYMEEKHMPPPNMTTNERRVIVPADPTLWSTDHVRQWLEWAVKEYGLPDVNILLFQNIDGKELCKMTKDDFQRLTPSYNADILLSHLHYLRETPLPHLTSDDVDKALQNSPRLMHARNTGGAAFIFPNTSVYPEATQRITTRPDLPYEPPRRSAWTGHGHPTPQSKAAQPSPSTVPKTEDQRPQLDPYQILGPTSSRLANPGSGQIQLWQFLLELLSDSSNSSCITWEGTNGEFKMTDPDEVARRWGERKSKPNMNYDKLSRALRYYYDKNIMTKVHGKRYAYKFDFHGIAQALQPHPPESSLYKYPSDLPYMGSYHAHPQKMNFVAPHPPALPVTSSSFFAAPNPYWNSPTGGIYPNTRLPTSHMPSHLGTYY
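His-tagged ERG Ets domain (1 uM in the protein solution; 300mM KCl, 50mM Tris-HCl, 1mM EDTA, 1mM DTT, pH 7.5) received compound, then a probe mix of 5 nM fluorescein-DNA and 100nM Texas-615-DNA. Fluorescence polarization was read for both dyes.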
JMJD2A Tudor inh – qHTS Assay for Inhibitors of JMJD2A-Tudor Domain | Lysine-specific demethylase 4A (Homo sapiens), O75164 | AlphaScreen JMJD2A-Tudor / H3K4me3 peptide binding | Potency, µM (highest dose often 114 µM), for the others: top-dose activity change, negative = inhibition, hits mostly inhibitors | 390,000 compounds, 4.4% hits; further: potency means the concentration at half of the fitted maximal effect; on the % scale 0 is the no-effect control and ±100 the full control effect; nearly all actives have a fitted effect of over 50% in size
RGS4 inh – Inhibitors of Regulator of G Protein Signaling (RGS) 4: qHTS. Regulator of G-protein signaling 4 (Homo sapiens), P49798. Transcreener GDP fluorescence polarization, RGS4-accelerated GTP hydrolysis. Potency, µM (doses to about 114 µM), without a hit: at the top dose activity change, negative = inhibition, actives largely listed as inhibitors. 390,000 compounds, 0.039% hits; further: potency means the concentration at half of the fitted maximal effect; on the % scale 0 is the no-effect control and ±100 the full control effect; nearly all actives have a fitted effect of over 75% in size; some results filed as inactive show a strong effect at the top dose
Target sequence (P49798 whole entry, looked up): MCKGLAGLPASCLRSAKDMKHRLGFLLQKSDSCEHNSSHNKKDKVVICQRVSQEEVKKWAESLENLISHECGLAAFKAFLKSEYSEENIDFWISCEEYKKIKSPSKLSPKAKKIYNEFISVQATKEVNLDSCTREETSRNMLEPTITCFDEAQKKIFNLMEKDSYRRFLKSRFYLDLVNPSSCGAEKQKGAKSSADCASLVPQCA
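MLSMR compounds (23 nl, pin-transferred) preincubated 10 min at room temperature with a 500nM (2x) first reagent, then RGS4 at 900nM (2x) plus Transcreener GDP mix added; fluorescence polarization (620/688 nm) read before and after 90 min at 30 °C.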
GLS inh – qHTS for Inhibitors of Glutaminase (GLS) | Potency, µM (series often up to 45.5 µM), without a hit: at the highest dose activity change, negative = inhibition, actives largely listed as inhibitors | GLS enzymatic activity, qHTS titration | Glutaminase kidney isoform, mitochondrial (Homo sapiens), O94925 | 410,000 compounds, 0.21% hits; further: potency means the concentration at half of the fitted maximal effect; on the % scale 0 is the no-effect control and ±100 the full control effect
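Coupled fluorescence readout: glutamate oxidase/HRP/Amplex Red detect glutamate formed by hKGA from L-glutamine (1 mM solution added). Buffer 45 mM KH2PO4 pH 8.2, 0.02% Tween-20; reads at t0 and 30 min RT.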
BAZ2B inh – qHTS Assay for Inhibitors of BAZ2B | AlphaScreen BAZ2B-H3K14Ac peptide displacement | 360,000 compounds, 4.4% hits | Potency, µM (titrated, usually from 114 µM), for the others: at the highest dose activity change, negative = inhibition, usual class: inhibitors | Bromodomain adjacent to zinc finger domain protein 2B (Homo sapiens), Q9UIF8 | AID 504333, 2011; further: potency means the concentration at half of the fitted maximal effect; on the % scale 0 is the no-effect control and ±100 the full control effect; nearly all actives have a fitted effect of over 60% in size
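AlphaScreen luminescence quantifies BAZ2B engagement of H3K14Ac peptide; the protein and biotinylated peptide are both at 50 nM final, buffer PBS pH 7.4 with 0.01% Tween-20, all steps at room temperature.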
HP1b binding inh – HTS for Inhibitors of HP1-beta Chromodomain Interactions with Methylated Histone Tails | Chromobox protein homolog 1 (Homo sapiens), P83916 | AlphaScreen HP1-beta / biotin-H3K9me3 peptide binding | Potency, µM (top dose mostly 114 µM), inactives show at the top dose activity change, negative = inhibition, most hits filed as inhibitors | 390,000 compounds, 0.56% hits; further: potency means the concentration at half of the fitted maximal effect; nearly all actives have a fitted effect of over 70% in size; inactives centre near 23
Target sequence (P83916 whole entry, looked up): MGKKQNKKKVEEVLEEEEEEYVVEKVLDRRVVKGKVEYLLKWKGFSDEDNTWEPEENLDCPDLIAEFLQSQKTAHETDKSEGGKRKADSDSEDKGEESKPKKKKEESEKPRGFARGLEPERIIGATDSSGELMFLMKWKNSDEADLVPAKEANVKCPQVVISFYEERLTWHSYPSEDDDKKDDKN
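Compound inhibition of the preformed complex between 50 nM HP1-beta and 50 nM biotinylated H3K9me3 peptide was read by AlphaScreen. Buffer was PBS pH 7.4 with 0.01% Tween-20. Incubations ran 30 min at room temperature, with 10 ug/mL donor/acceptor beads.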
PI4K2A inh – qHTS for small molecular inhibitors of PI4K2A | activity change, negative = inhibition, % at 76.9 µM | purified PI4K2A, ADP-Glo luminescence, 1 h; stronger effect = lower value | 420,000 compounds, 0.13% hits | AID 1346378, 2018; in the data active means activity change below about -50%; inconclusive means mostly about -30% to -49%;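 further: -100% = wells without enzyme as full effect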
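In this quantitative HTS, ADP production by PI4K2A was quantified luminescently after 1 h at ambient temperature; 100 microM adenosine served as plate-quality control.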
An asterisk follows results filed as active; ? = inconclusive; / = not tested or not shown; & = joins results of further samples; [ ] = another dose, or the depositor's remark. Unless noted, the call rests on the fitted dose curve; in most records, active means well fitted curve in the direction sought with a large enough effect; inconclusive means small, poorly fitted or top-dose-only effect, or another doubt; inactive means no such curve, though single readings can be large; an effect the other way counts as inactive or inconclusive.

Sequence of screens – G9a block, 12-LOX inh, ERG Ets-DNA blk, JMJD2A Tudor inh, RGS4 inh, GLS inh, BAZ2B inh, HP1b binding inh, PI4K2A inh
COc1ccc(-c2c(C)c3cc(O)ccc3oc2=O)cc1OC
    28%, -6%&3%, 18%, ?, 28%, 16%, -11%, -13%, 2
COc1ccc(S(=O)(=O)N2CCOCC2)cc1NC(=O)CSc1nnc2c(n1)[nH]c1ccccc12
    ?, 4%, 6%, -22%, 2%, 0%, -17%, 5%, -9
COc1ccc(Oc2coc3cc(OC(=O)/C=C/c4ccc(F)cc4)ccc3c2=O)cc1
    21%, -7%, 1%, -4%, -3%, -1%, -5%, 12%, 43
COc1ccc(C2(C)NC(=O)N(CC(=O)NC3(C#N)CCCCC3)C2=O)cc1 (stereo unspecified)
    40%[activator], -4%, -5%, 17%, 16%, -3%, 0%, 31%, 5
COc1ccc(/C=C/C(=O)N2CCN(S(=O)(=O)c3ccccc3)CC2)cc1OC
    -49%, 176%[activator], 1%, -8%, -3%, 2%, -7%, 42%[activator], 1
CC(C)Oc1ccc(S(=O)(=O)N2CCOCC2)cc1NC(=O)CN1C(=O)NC2(CCCC2)C1=O
    9%, 444%[activator], -3%, -9%, 10%, 5%, -2%, 20%, 1
CCCCN(C)S(=O)(=O)c1cc(Br)cc2c1N(C(=O)C1CC1)CC2
    4%[59 µM], /, 8%, -13%[57.1 µM], -7%[56.9 µM], 1%, 6%, 80%[activator], 3
COc1cc2c(cc1OC)C(c1cccc(Br)c1)CC(=O)N2 (stereo unspecified)
    /, ?, -1%, -19%, -20%, -10%, -12%, 14%, 0
O=C(c1ccccc1)N1CCC(=O)N(C(CO)Cc2ccccc2)CC1 (stereo unspecified)
    /, -10%, 9%, -16%, 13%, -7%, /, 22%, -4
C=C1C(O)C[C@@H](C(C)C)N(CC(C)C)S1(=O)=O (stereo partly specified)
    /, -7%, 4%, 2%, 14%, -1%, /, 44%[activator], 2
N#C/C(=C\c1c[nH]c2ccccc12)C(N)=O
    -8%, ?, 10%, -8%, -9%, -1%, -14%, 26%, 17
O=C(Cn1cc(SCc2ccccc2)c2ccccc21)N1CCCCCC1
    -7%[59 µM], 4%, -3%, -7%, 5%, 1%, -3%, 67%[activator], -3
Fc1ccc(CSc2nc3ccccc3[nH]2)cc1
    20%[12.7 µM], 11%, /, 3%, 19%, ?, ?, 33%, -1
O=C(NCCN1CCN(c2ccccc2)CC1)c1cccc(Br)c1
    -65%[59 µM], -11%, ?, ?, -2%, 41%[activator], ?, 0%, 3
O=S(=O)(Nc1nc2ccccc2nc1Nc1ccc2c(c1)OCO2)c1ccccc1
    40µM*, -19%, -9%, -11%, -26%, 18%, -4%, 3%, 4

The final 2 records of the section above are carried over, then new ones follow:
Sequence of screens – G9a block, 12-LOX inh, ERG Ets-DNA blk, JMJD2A Tudor inh, RGS4 inh, GLS inh, BAZ2B inh, HP1b binding inh, PI4K2A inh
O=C(NCCN1CCN(c2ccccc2)CC1)c1cccc(Br)c1
    -65%[59 µM], -11%, ?, ?, -2%, 41%[activator], ?, 0%, 3
O=S(=O)(Nc1nc2ccccc2nc1Nc1ccc2c(c1)OCO2)c1ccccc1
    40µM*, -19%, -9%, -11%, -26%, 18%, -4%, 3%, 4
CC(=O)Nc1c(C)ccc(CNC(=O)COc2ccc(F)cc2)c1C
    -6%, 1%, -7%, 0%, -3%, -3%, 0%, 35%, 1
COC(=O)Cc1n[nH]c(=O)c2ccccc12
    30%[12.7 µM], 8%, /, -1%, 18%, 2%, -3%, 26%, -3
COc1ccc(C=O)c2[nH]c3c(Cl)ncnc3c12
    -7%, 0%, 3%, -6%, -7%, -2%, -15%, 45%[activator], -9
Cc1ccc(CN2CCc3nc(N4CCN(c5ccccc5F)CC4)ncc3C2)cc1C
    2%[59 µM], -14%, -12%, -21%, -7%, -5%, -18%, 38%, 2
O=C(NCc1ccccc1F)C1CCCN1S(=O)(=O)c1ccc(F)cc1 (stereo unspecified)
    /, 0%, 5%, -7%, 31%, -13%, 10%, 27%, 0
C=CCn1c(Cc2ccc(OCC)cc2)nnc1SCC(N)=O
    -3%[12.7 µM], -9%, -25%, -6%, -8%, -3%, 7%, 33%, 1
O=C(NCc1ccco1)c1cccc(N2CCCC2=O)c1
    -24%[59 µM], -21%, 4%, -10%, 33%, 4%, -3%, 10%, -3
COc1ccccc1C1CC(=O)Nc2cc(C)c(C)cc21 (stereo unspecified)
    9%[0.501 µM], -12%, 3%, -6%, -13%, -11%, -27%, 32%, -19
C(=C\c1ccccc1)/CNCC1CCCO1 (stereo unspecified)
    6%, 0%&-11%, 6%, -12%, -7%, -1%, -5%, 24%, 0
O=C(N/N=C/c1ccco1)c1cccc(NC(=O)c2cccc(Cl)c2)c1
    ?, -7%, 1%, -32%, -9%, -12%, -31%, -4%, 3
CSc1ccc(/C=C(\NC(=O)c2ccccc2)C(=O)NCCN2CCOCC2)cc1
    25%[59 µM], -22%, -1%, -17%, 4%, -7%, -2%, 16%, -3
CCNc1nc2c(c(=O)[nH]c(=O)n2C)n1CC(O)COc1ccc(Cl)cc1Cl (stereo unspecified)
    11%[59 µM], -16%, 0%, -10%, -3%, -6%, -1%, 43%, -4
CC1(C)CC(=O)C(C2C3=C(CC(C)(C)CC3=O)Oc3ccccc32)C(=O)C1 (stereo unspecified)
    21%[12.7 µM], 11%, -14%, -13%, -8%, -5%, -12%, 43%, 9
COc1ccc(Cl)cc1NC(=O)NC(C)C
    ?, -3%, 3%, 3%, 0%, 3%, -20%, 63%[activator], 2
CN=CC1=C(O)C(C(=O)OC)C(C)(C)CC1=O (stereo unspecified)
    29%[59 µM], -4%, -5%, -16%, 8%, -3%, -12%, 25%, -22
COc1ccc(N(CC(=O)N2CCc3ccccc32)S(=O)(=O)c2c(C)n[nH]c2C)cc1
    -9%, -21%, 0%, 28%, -22%, -2%, -21%, 22%, -6
CCC(C)c1ccccc1N1CC(C(=O)N2CCN(S(=O)(=O)c3ccccc3Br)CC2)CC1=O (stereo unspecified)
    -25%, 6%, -10%, -11%, 1%, 1%, -6%, 14%, -6
O=C(c1ccc(NS(=O)(=O)c2cccc([N+](=O)[O-])c2)cc1)N1CCCCCC1
    -24%, 3%, 5%, -11%, -12%, -1%, 6%, 16%, -2
Cn1c(SCc2nc3ccccc3c(=O)[nH]2)nc2ccccc21
    -22%, 17%, 5%, -2%, -17%, -2%, -22%, 18%, 0
O=C1CSc2ccc(S(=O)(=O)NCc3ccccc3Cl)cc2N1
    /, 2%, -13%, -14%, -6%, -1%, -6%, 5%[57 µM], -11
Cc1ccc(S(=O)(=O)Nc2ccc3c(c2)CCC3)cc1
    32%[59 µM], -18%, -3%, 5%, -17%, -1%, 33%, 55%[activator], -2
COc1ccc(CCNC(=O)COc2ccc3c(C)cc(=O)oc3c2)cc1OC
    9%, -4%, -11%, -14%, -30%, 0%, 2%, 43%[activator], -20
Oc1ccc2ccccc2c1/C=N/Nc1ccccc1
    7.1µM*, ?, 11%, 50µM*, ?, 36%[activator], -35%, -57%, -5
Cc1ccc(C(=O)NCC(=O)N(C)Cc2cccc(F)c2)s1
    2%, ?, 2%, -13%, 18%, -8%, 7%, 20%, 1
CCCCn1c(N)c(N(CC(C)C)C(=O)CSc2nnc(C)n2-c2ccccc2)c(=O)[nH]c1=O
    /, 82%[activator], -13%, 14%, 3%, 3%, /, 35%[activator], -3
CCOC(=O)[C@H]1[C@H]2COc3ccc(C)cc3[C@@H]2N2C(=O)c3ccc(C)cc3NC(=O)[C@@]12C
    -18%[2.33 µM], ?, -1%, -19%, 11%, 1%, -9%, 17%, 4
CCOC(=O)C1(Cc2cccc(F)c2)CCN(C(=O)Cn2cnnn2)CC1
    3%, 11%, -4%, -2%, 3%, -2%, -12%, 13%[57 µM], 3
Cc1ccc(CN2CC(C(=O)Nc3ncc(C)s3)CC2=O)cc1 (stereo unspecified)
    -2%, ?, 18%, -10%, -4%, 4%, 2%, 2%, -3
O=C(Cc1ccc(Cl)cc1)N/N=C/c1c(Cl)cccc1Cl
    1%[59 µM], -15%, 9%, 4%, -17%, -3%, -28%, 25%, 2

Not all compounds are listed; count on the stated rates, not on these rows.
